Source: PubChem
NCI-60 one-dose screen, 48 h, at 10 µM unless noted. Numbers give growth in % (100 = growth as untreated, 0 = no growth, -100 = all killed).
HL-60(TB) = HL-60(TB) leukemia cells; hit rate 9% among 78,000; active = growth percent below 10
Numbers without * were called inactive; & = joins results of further samples; [ ] = another dose, or the depositor's remark. An excerpt; rates above refer to the full screens.

Start of the data: the first 18 records as a preview:
SMILES	HL-60(TB)
CC1CN(S(=O)(=O)c2ncsc2-c2ccccc2)CC(C)O1 (stereo not drawn)	113
COc1ccc(CCC2CC2Cc2ccc(OCc3ccccc3)cc2)cc1 (stereo not drawn)	107
O=C(Cn1cccc(NC(=O)OCc2ccccc2)c1=O)NCc1ccccc1	122
O=COC/C=C/c1ccccc1	102
COc1cc(CNc2oc(-c3ccccc3)c(-c3ccccc3)c2C#N)cc(CN2CCN(c3ccccc3)CC2)c1O	91
[S-]c1n[n+](-c2ccccc2)c(-c2ccccc2)s1	105
CCOC(=O)c1c(-c2cc(OC)c(OC)c(OC)c2)csc1N	96
C=C(C)[C@@H]1CC[C@]2(c3ncc(C)o3)CC[C@]3(C)[C@H](CC[C@@H]4[C@@](C)(CCC#N)[C@H](C(=C)C)CC[C@]43C)[C@@H]12	-28*[100 µM]
C=CCn1c(SC/C(=N\O)c2ccc(OC)cc2)nnc1-c1c[nH]c2ccccc12	84
CC1=NC2=NN=C(c3ccccc3)NN2C(c2ccccc2)=C1	113
O=C(CC(=O)c1cccnc1)c1ccccc1	95
CCOc1nc2c(N)ncnc2n1CC(F)F	100
COc1ccc2c(c1)c(-c1nc(-c3ccc4ccccc4c3)cs1)cn2S(=O)(=O)c1ccccc1	94
O=C(CCc1ccc(-c2ccc(F)cc2)o1)Nc1ncc(Cc2ccc(F)cc2)s1	96
Cc1ccc(-c2nc(SCC(=O)c3ccc(Br)cc3)[nH]c(=O)c2C#N)cc1	91
c1ccc([C@@H]2C[C@@H]3Cc4ccc5ccccc5c4N2O3)cc1	101
COC(=O)c1c(C(=O)OC)c2ccc3c4ccccc4ccc3n2c1C(=O)C(F)(F)F	102
O=c1oc2ccccc2cc1-c1cc(-c2ccc3c(c2)OCO3)no1	70

This part in full, repeating the preview:
SMILES	HL-60(TB)
CC1CN(S(=O)(=O)c2ncsc2-c2ccccc2)CC(C)O1 (stereo not drawn)	113
COc1ccc(CCC2CC2Cc2ccc(OCc3ccccc3)cc2)cc1 (stereo not drawn)	107
O=C(Cn1cccc(NC(=O)OCc2ccccc2)c1=O)NCc1ccccc1	122
O=COC/C=C/c1ccccc1	102
COc1cc(CNc2oc(-c3ccccc3)c(-c3ccccc3)c2C#N)cc(CN2CCN(c3ccccc3)CC2)c1O	91
[S-]c1n[n+](-c2ccccc2)c(-c2ccccc2)s1	105
CCOC(=O)c1c(-c2cc(OC)c(OC)c(OC)c2)csc1N	96
C=C(C)[C@@H]1CC[C@]2(c3ncc(C)o3)CC[C@]3(C)[C@H](CC[C@@H]4[C@@](C)(CCC#N)[C@H](C(=C)C)CC[C@]43C)[C@@H]12	-28*[100 µM]
C=CCn1c(SC/C(=N\O)c2ccc(OC)cc2)nnc1-c1c[nH]c2ccccc12	84
CC1=NC2=NN=C(c3ccccc3)NN2C(c2ccccc2)=C1	113
O=C(CC(=O)c1cccnc1)c1ccccc1	95
CCOc1nc2c(N)ncnc2n1CC(F)F	100
COc1ccc2c(c1)c(-c1nc(-c3ccc4ccccc4c3)cs1)cn2S(=O)(=O)c1ccccc1	94
O=C(CCc1ccc(-c2ccc(F)cc2)o1)Nc1ncc(Cc2ccc(F)cc2)s1	96
Cc1ccc(-c2nc(SCC(=O)c3ccc(Br)cc3)[nH]c(=O)c2C#N)cc1	91
c1ccc([C@@H]2C[C@@H]3Cc4ccc5ccccc5c4N2O3)cc1	101
COC(=O)c1c(C(=O)OC)c2ccc3c4ccccc4ccc3n2c1C(=O)C(F)(F)F	102
O=c1oc2ccccc2cc1-c1cc(-c2ccc3c(c2)OCO3)no1	70
Cc1ccc2c(OCC(=O)N/N=C/c3ccccc3)cc(=O)[nH]c2c1	99
CN1CCC(=O)c2ccccc21	104
CCCS(=O)(=O)Oc1cc2oc(=O)c3c(c2cc1OC)CCCCCC3	84
C/C=C(C)/C=N/Nc1nc(-c2ccc(OC)cc2)cs1	97
O=[N+]([O-])c1ccc(N=Nc2c(O)[nH]c3ccccc23)c([N+](=O)[O-])c1	76
Fc1ccccc1C(=S)Nc1ccccc1Cl	85
CC1(C)NC2=C(C(Nc3cccnc3)N1)C(c1ccc(O)cc1)C(C(=O)c1ccc(N=[N+]=[N-])cc1)O2 (stereo not drawn)	116
COc1cc2c(cc1OC)C(C#N)C2 (stereo not drawn)	103
COC(=O)CCC1(C(N)=O)CCC(=O)c2ccccc21 (stereo not drawn)	105&86
Cc1ccccc1/C=C1\CN(C(=O)OC(C)(C)C)C/C(=C\c2ccccc2C)C1=O	41
COc1ccc(Nc2nc(-c3ccc(O)cc3)nc3n[nH]c(Nc4ccccc4)c23)cc1	38
OC(c1ccccc1)C(Cc1ccccc1)N1CCCCC1 (stereo not drawn)	103
CN(C)CCCn1c2c(c3ccc(N4CCNCC4)cc3c1=O)C(=O)c1ccccc1-2	8.7*
O=C(/C=C/C12c3ccccc3C(c3ccccc31)C1C(=O)NC(=O)C12)c1cccs1 (stereo not drawn)	6.9*
O=C(O)C(O)(c1ccccc1)c1cccc2ccccc12 (stereo not drawn)	112
Clc1ccc(Nc2nc(Nc3ccc(Cl)cc3)nc(Nc3ccc(-c4cc(-c5cccc(Cl)c5)on4)cc3)n2)cc1	-50*
CCOC(=O)/C(C#N)=C\Nc1ccc2ncnc(Nc3ccccc3Cl)c2c1	95
CN1C(=O)N(C)C2Nn3c(s/c(=C\c4c[nH]c5ccccc45)c3=O)=NC21 (stereo not drawn)	106
O=C(CCCCCCN1CC(=O)N2[C@@H](c3cc(F)cc(F)c3)c3[nH]c4ccccc4c3C[C@H]2C1=O)NO	16
CC1=C(C)C(=O)C(N2CCC3(CC2)OCCO3)=CC1=O	108
N#Cc1cnccn1	91
Nc1nc(Nc2ccccc2SSc2ccccc2Nc2nc(N)nc(-c3ccncc3)n2)nc(-c2ccncc2)n1	117
COc1ccc(/C=C/c2nc(N3CCOCC3)c3nc(Cl)c(Cl)cc3n2)cc1OC	92
CCCC(=O)OCC(COC(=O)CCC)OC(=O)CCC	100
COC(=O)c1ccc(C(=O)Nc2ncnc3nc[nH]c23)cc1	85
COc1cc([C@@H]2c3cc4c(cc3[C@H](O)[C@H]3COC[C@@H]23)OCO4)cc(OC)c1OC	58
Cc1ccc(Nc2nnc(-c3cc(-c4ccncc4)n(-c4ccccc4)n3)s2)cc1	66
O=C1CCC(C(=O)N/N=C/c2ccccn2)N1 (stereo not drawn)	107
S=P(SP(=S)(c1ccccc1)c1ccccc1)(c1ccccc1)c1ccccc1	49
C/C(CC(c1ccccc1)N1CCc2ccccc2C1)=N/O (stereo not drawn)	90
Nc1nc(N)c2cc(S(=O)(=O)c3ccccc3)ccc2n1	21&23
COc1ccc(-n2ncc3c4[nH]c(=O)c(S(=O)(=O)c5ccccc5)cc4ccc32)cc1	100
C/C(=C(/C)C1CC1CCNS(=O)(=O)c1ccc(C)cc1)c1cccc(OC(F)(F)F)c1 (stereo not drawn)	84
O=S(=O)(CS(=O)(=O)c1ccc(Br)cc1)c1ccc(Br)cc1	107
Cc1ccc(/C(CSc2nc3c([nH]2)c(=O)n(C)c(=O)n3C)=N\O)cc1	101
C#CCN1C(=O)c2ccccc2N(CC#C)C12CCN(Cc1cn(CC(=O)Nc3ccccc3C(N)=O)nn1)CC2	87
C=C1C(=O)O[C@H]2[C@H]1CCC(/C=N/c1ncc(Br)cc1N)=C\CC[C@@]1(C)O[C@@H]21	-21*
CC(C)(C)OC(=O)Nc1ccc(Nc2nc(NCCN3CCOCC3)ncc2[N+](=O)[O-])cc1	99
CCOc1ccc2nc(NC(=O)c3cccc(C(F)(F)F)c3)sc2c1	70
CN(CCCCN(C)S(=O)(=O)c1ccccc1)S(=O)(=O)c1ccccc1	93
OCCSSCCO	98
CCN(Cc1ccccc1)c1ccccc1	109

Carrying on:
SMILES	HL-60(TB)
CC1CCc2c(sc3nc(SCC(=O)N/N=C/c4cccc(O)c4)n(-c4ccccc4)c(=O)c23)C1 (stereo not drawn)	87
COc1cc(/C=C2\CCOC2=O)cc(OC)c1OC	94
N#Cc1n[nH]n2c1nc(=O)c1cnn(-c3ccccc3)c12	106
O=C1NC(=O)/C(=C\c2cccc(Oc3ccccc3)c2)S1	101
CCOC(=O)NCc1cccs1	118
CCOC(=O)C1CSC(c2ccc(F)cc2)=N1 (stereo not drawn)	95
Cc1nc(-n2[nH]c(=O)ccc2=O)sc1N=Nc1ccc(Br)cc1	100
COc1ccc(-c2c(N)n[nH]c2-c2ccccc2O)cc1	79
CC12C=CC(C)(C3C(=O)NC(=O)C31)C1C3C(=O)NC(=O)C3C12 (stereo not drawn)	106
O=C(CN1C(=O)/C(=C/c2cccs2)SC1=S)NCCc1c[nH]c2ccc(F)cc12	96
CCC(c1cccc(Br)c1)C(C(=O)O)c1ccc(OC)cc1 (stereo not drawn)	96
COc1ccc2cc(-c3csc(Nc4ccccc4)n3)c(=O)oc2c1	87
O=C(Nc1cc(Cl)cc(Cl)c1)Nc1ccc2oc(=O)ccc2c1	1.0*
CCO/C=C(\Sc1nc(-c2ccc(Cl)cc2Cl)c(C#N)c(=O)[nH]1)C(=O)c1ccc(Br)cc1	88
COc1cc(C(=O)N2CCN(C(=O)c3cc(OC)c(OCc4ccccc4)cc3N)CC2)c(N)cc1OCc1ccccc1	112
Cc1ccc(-c2nc3cnccn3c2NC(C)(C)C)o1	104
COc1cc(N/C(N)=N\C(N)=NC(C)C)cc(OC)c1OC	92
CCCCC(=CC(C)(C)C)CCCC	120
O=C(Nc1ccc(-n2cc(-c3ccncc3)c(-c3ccc(Cl)c(O)c3)n2)cc1)c1ccc(Cl)c(Cl)c1	-27*
Clc1ccc2nc(-c3c(-c4ccccc4)nc4ncccn34)[nH]c2c1	90
C[C@H](O[C@@H]1CC(=O)n2c3ccccc3c3c4c(c5c6ccccc6n1c5c32)C(=O)NC4=O)C(=O)O	54
CC(=O)Oc1ccc2c(c1)C(=O)CCCCCC(=O)O2	87
CCCCOP(=O)(OCCCC)C(C(=O)OCC)C(CC(=O)OCC)C(=O)OCC (stereo not drawn)	102
FC(F)(F)c1cc(-c2nnc3n2NC(=NC2CCCCC2)CS3)cc(C(F)(F)F)c1	104
Cn1cc(-c2csc(-c3ccc4ccccc4c3)n2)c2cc(Br)cnc21	95
O=c1c2ccccc2c2c3n1CC(O)CNC3CCC2 (stereo not drawn)	116
COc1ccc2[nH]c(=O)c(/C=N/Nc3nc(-c4ccccc4)cs3)c(O)c2c1	84
CC1=C(C#N)C2=NN=C(N)NN2C(c2ccccc2)=C1	134
O=CN1N=C(c2ccc3c(c2)OCO3)CC1c1ccccc1 (stereo not drawn)	106
O=C(CCN1C(=O)/C(=C/c2ccccc2)SC1=S)Nc1ncc(Cc2ccccc2)s1	100
CCc1ccc(C(=O)/C=C/c2ccc(N(C)C)cc2)cc1	72
C[C@@H]1C(=O)C23CCC1C[C@@]21O[C@@H]2C(C)(C)C=CC(=O)C23COC1=O	99
Cc1nc2nc3sc(C)c(C)c3c(=O)n2[nH]1	110
COc1cc(-c2nn(C(=O)NS(=O)(=O)c3ccccc3)cc2-c2ccncc2)ccc1Cl	98
CCCCCCCCCCCCCCCc1cc(O)ccc1N	-6.5*
C=CCOc1cc(C)ccc1C	108
Nc1nc(NC(=O)Nc2ccccc2)nn1-c1ccc(S(N)(=O)=O)cc1	100
CC(=O)Nc1ccc(-c2ccc(NC(C)=O)c(O)c2)cc1O	104
COc1cc(NS(C)(=O)=O)ccc1Nc1c2ccccc2nc2c(C)cccc12	-20*
CC[C@H](C)[C@H](NC(=O)C12CC(NC)(C1)C2)C(=O)N(C)[C@H](C[C@@H](OC(C)=O)c1nc(C(=O)N[C@@H](Cc2ccccc2)C[C@H](C)C(=O)OC)cs1)C(C)C	-33*
O=Cc1ccc(OCc2ccccc2)cc1	38
O[C@@H](c1cc(C(F)(F)F)nc2c(C(F)(F)F)cccc12)[C@H]1CCCCN1	59
CC(C)(C)c1cc(Cl)c2c(c1)CN(C1CCCCC1)CO2	102
O=C1NC(=S)NC(=O)C1=Cc1c(Cl)cccc1Cl	75
COc1cc2cc(Oc3ccc(NC(=O)c4ccc(N5CCOCC5)c(C(F)(F)F)c4)cc3)c(C)nc2cc1OC	59
COc1ccc(/C=N\NC(=O)c2cnn(CC(O)c3ccccc3)c2N)cc1 (stereo not drawn)	100
COc1ccc(/C=C/C(=O)c2ccc(OC)c(S(=O)(=O)Nc3c(N)nc(SC)[nH]c3=O)c2)cc1	80
O=C1N/C(=N\c2ncn[nH]2)S/C1=C\c1cccc([N+](=O)[O-])c1	80
COC(=S)S	89
CCOC(=O)COc1ccc(C=O)cc1	101
O=C(Nc1ccccc1)OCc1ccco1	107
Brc1ccc(-c2nc3sc(-c4ccc5c(c4)OCO5)nn3c2Br)cc1	98
CCCCOP(=S)(OCCCC)SC1(SC)SSC=C1CC(C)(C)C (stereo not drawn)	105
CC(C)C[C@H](NC(=O)[C@H](Cc1ccccc1)n1ccc(N2CCCCC2)cc1=O)B(O)O	1.9*
Nc1nc2c(ncn2C2OC3COP(=O)(O)OC4C(COP(=O)(O)OC2C3O)OC(n2cnc3c(N)ncnc32)C4O)c(=O)[nH]1 (stereo not drawn)	103
CCc1c(C)c2ccc(OC(=O)c3ccccc3)c(C(=O)/C=C/c3ccc(N(C)C)cc3)c2oc1=O	92
Cc1ccc(NCC(=O)Cn2cc(COc3ccc(C=Nc4cnc5ccccc5c4)cc3)nn2)cc1	101
O=C(NN1C(=O)/C(=C/C=C/c2ccc([N+](=O)[O-])o2)SC1=S)c1ccc([N+](=O)[O-])cc1	-7.3*
CCCCCCCCCCCC1=NCCCN1CCCC	104
CCCCC1COc2cccc3c(SCC(=O)N(C)Cc4ccccc4)cc[n+]1c23 (stereo not drawn)	102
COC(=O)C1=C(C(=O)Nc2cccnc2)C2OC1(C(Cc1ccccc1)Oc1ccccc1)C1OC21 (stereo not drawn)	-56*
COc1ccc(/C=C(\C#N)C(=O)c2ccccc2)cc1	102
Cc1nc2ccccc2n1C(=O)CN=C1NC(=O)CS1	109

Quoted at random: two compounds from above.
SMILES	HL-60(TB)
O=Cc1ccc(OCc2ccccc2)cc1	38
Brc1ccc(-c2nc3sc(-c4ccc5c(c4)OCO5)nn3c2Br)cc1	98
